# High-throughput results as filed in PubChem BioAssay.
# HttQ103 aggreg = inhibitors of mutant huntingtin aggregate formation in PC12 cells; PC12 HttQ103-GFP aggregates, Acumen cytometry, 40 h; hit rate 1.1% among 220,000; Potency, µM (doses to about 46.1 µM), for inactives: top-dose activity change, negative = inhibition, most hits filed as inhibitors; further: on the % scale 0 is the no-effect control and ±100 the full control effect; nearly all actives have a fitted effect of over 60% in size
#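 PC12/HTTQ103-GFP, ecdysone-inducible; teb 100 nM; cpd qHTS titration; GFP aggregates read on laser cytometer, Ex 488/Em 500-530 nm.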
# GAA spleen mod = lysosomal alpha-glucosidase (human) modulation | Potency, µM (highest dose often 79.9 µM), for the others: at the highest dose activity change, negative = inhibition, usual class: inhibitors | human spleen homogenate, 4-MU-alpha-glucoside fluorescence | hit rate 0.006% among 240,000;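 further: 0% = enzyme with vehicle and -100% = no enzyme basal signal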
#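 Human spleen homogenate (1 ug) incubated with compounds and 1 mM 4-methylumbelliferyl-alpha-D-glucopyranoside in pH 5.0 citrate/phosphate buffer, 37 C, 40 min. Stopped at pH 10; 4-MU fluorescence (Ex 365/Em 440 nm); AC50 by Hill fit.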
# GAA inhib = inhibitors of human lysosomal alpha-glucosidase | P10253 | purified human GAA, 4-MU-alpha-glucoside fluorescence | Potency, µM (highest dose often 76.9 µM), for the others: at the top dose activity change, negative = inhibition, most hits filed as inhibitors | hit rate 0.005% among 200,000 | AID 1466;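 further: plate controls were uninhibited enzyme wells for no effect and no-enzyme background for full effect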
#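 Compounds are titrated up to 77 uM against 4 nM human enzyme. Substrate 4-methylumbelliferyl-alpha-D-pyranoside (400 uM) reacts 20 min at room temperature in pH 5.0 buffer; liberated 4-methylumbelliferone is read at 440 nm.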
# GAA glycogen = inhibitors or activators of human alpha-glucosidase glycogen cleavage | P10253 | recombinant GAA, glycogen substrate, Amplex Red glucose oxidase fluorescence | Potency, µM (highest dose often 76.4 µM), for inactives: at the top dose activity change, negative = inhibition, usual class: inhibitors | hit rate 0.38% among 300,000 | AID 2100;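 further: 0% = full enzyme reaction and -100% = no-enzyme basal signal; the screen sought inhibitors and activators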
#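 Natural-substrate format: glycogen cleavage by 4 nM human enzyme, glucose read by Amplex Red coupling (Ex 573, Em 610 nm). Normalized to enzyme and no-enzyme controls.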
# RGS12 GoLoco inh = RGS12 GoLoco-Gai1 interaction inhibition; hit rate 0.44% among 230,000; Potency, µM (top dose mostly 61.6 µM), for inactives: at the highest dose activity, negative = inhibition, actives largely listed as inhibitors; AID 880; Gai1:RGS12 GoLoco peptide FP, rhodamine, 10 min; active means well fitted inhibition curve with a large enough effect, not every such curve was filed as active; inactive means no such curve, though single readings can be large or run the other way; further: on the % scale 0 is the no-effect control and ±100 the full control effect; nearly all actives have a fitted effect of over 30% in size; many of its hits are not listed in these tables
# Target sequence (P63096 whole entry, looked up): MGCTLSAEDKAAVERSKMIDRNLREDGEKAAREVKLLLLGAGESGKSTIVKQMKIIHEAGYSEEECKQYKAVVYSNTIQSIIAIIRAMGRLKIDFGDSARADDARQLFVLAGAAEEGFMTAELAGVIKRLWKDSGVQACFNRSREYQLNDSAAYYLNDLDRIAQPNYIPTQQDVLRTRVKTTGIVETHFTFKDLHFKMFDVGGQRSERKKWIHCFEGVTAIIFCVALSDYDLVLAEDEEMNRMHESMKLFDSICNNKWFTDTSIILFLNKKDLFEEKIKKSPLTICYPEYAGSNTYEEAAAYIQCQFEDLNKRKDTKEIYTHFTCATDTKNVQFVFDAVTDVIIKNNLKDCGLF
# HTT ATP protect = Huntington cell model cytoprotection by ATP luminescence; PC12 HTT-Q103 induced, cytoprotection, ATP luminescence, 40 h; Potency, µM (titrated, usually from 56.4 µM), without a hit: cytoprotection (ATP increase), actives largely listed as activators; hit rate 0.14% among 230,000; AID 1471;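 further: % of control where 0% means no effect; nearly all actives have a fitted effect of over 45% in size; toxic huntingtin expression switched on by the ecdysone agonist tebufenozide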
#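 Readout: ATPlite luminescence (ATP level). Model: stable PC12, inducible Htt exon1 Q103-GFP. Inducer: tebufenozide, 100 nM final. Compounds: dose series. No G418 in medium.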
# IMPase Li inh = IMPase inhibition in cells with lithium potentiation | Potency, µM (top dose mostly 59.4 µM), for inactives: at the top dose activity, negative = IMPase inhibition, most hits filed as inhibitors | hit rate 0.35% among 210,000 | CHO-M1 cells, IP1 TR-FRET (IP-One), carbachol + lithium | AID 1457;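 further: IP1 builds up when IMPase is blocked and the TR-FRET signal falls; plate controls were basal vehicle for no effect and high inhibitor control for full effect; nearly all actives have a fitted effect of over 50% in size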
#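 CHO cells stably expressing M1 receptor (2000/well) were cultured 16–30 h, then exposed to compounds with a small lithium addition for 30 min at 37C. IP1 was measured by TR-FRET competition; AC50 from Hill fits.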
# The depositor's hits bear a star; ? = inconclusive; / = not tested or not shown; [ ] = remark or other dose. Unless noted, the call rests on the fitted dose curve; in most records, active means well fitted curve in the direction sought with a large enough effect; inconclusive means small, poorly fitted or top-dose-only effect, or another doubt; inactive means no such curve, though single readings can be large; an effect the other way counts as inactive or inconclusive. Potency means the concentration at half of the fitted maximal effect.
[1] Cn1cnnc1SC/C(O)=C(\C#N)c1nc2ccccc2[nH]1
[2] COc1cc(C(=O)OC2CSCC2NC(=O)c2ccccc2)cc(OC)c1OC (configuration not stated)
[3] OC(C#Cc1ccccn1)c1cccs1 (configuration not stated)
[4] CCOc1cc(C)c(C(C)C)cc1S(=O)(=O)n1cnc(C)c1
[5] COc1ccc(C(=O)c2ccc(Br)cc2)c2ccccc12
[6] c1ccc(N2CCOCCOCCOCCOCCOCC2)cc1
[7] COC(=O)c1c(O)cc(=O)n2c1CCCCC2
[8] CSc1ccc(/C=C/C(=O)OCC(=O)N(C)CCC#N)cc1

entry no.	1	2	3	4	5	6	7	8
GAA glycogen	19%	11%	-1%	0%	-11%	5%	10%	0%
GAA spleen mod	-6%	1%	1%	-1%	-11%	0%	1%	6%
HttQ103 aggreg	?	0%[9.22 µM]	5µM*	-5%	-2%	12%[9.22 µM]	-1%	0%
HTT ATP protect	10%[1.9 µM]	-13%[10 µM]	6%	-21%	?	5%[10 µM]	-22%	-18%
GAA inhib	1%	?	-1%	-21%	-3%	7%	4%	4%
IMPase Li inh	5%	2%	7%[38.3 µM]	10%	-11%[38.3 µM]	7%	15%	2%
RGS12 GoLoco inh	5%	8%	-105%	4%	-7%	15%	-3%	7%

# Reprinted from the part before: 4 compounds, followed by the next part.
[5] COc1ccc(C(=O)c2ccc(Br)cc2)c2ccccc12
[6] c1ccc(N2CCOCCOCCOCCOCCOCC2)cc1
[7] COC(=O)c1c(O)cc(=O)n2c1CCCCC2
[8] CSc1ccc(/C=C/C(=O)OCC(=O)N(C)CCC#N)cc1
[9] Cc1cccc(-n2c(-c3ccncc3)n[nH]c2=S)c1C
[10] Cc1nnc(NC(=O)c2sc3ccccc3c2Cl)s1
[11] COc1ccc(NC(=O)N2CCCCCC2)cc1
[12] Cc1cccc(C(=O)NNC(=O)CN2C(=O)c3ccccc3C2=O)c1
[13] CCOC(=O)N1CCN(CC(O)COCc2ccc(Cl)cc2)CC1 (configuration not stated)
[14] Cc1nn(CC2CC2)c(=O)n1-c1ccc(F)cc1
[15] COc1cccc(N(CC(=O)Nc2cccnc2)S(C)(=O)=O)c1
[16] NC(=O)C1CCN(C(=O)CN2C(=O)c3ccccc3S2(=O)=O)CC1

entry no.	5	6	7	8	9	10	11	12	13	14	15	16
GAA glycogen	-11%	5%	10%	0%	10%	5%	2%	0%	11%	2%	-9%	-2%
GAA spleen mod	-11%	0%	1%	6%	6%	0%	1%	0%	-5%	/	-15%	-3%
HttQ103 aggreg	-2%	12%[9.22 µM]	-1%	0%	?	1%	14%	-2%	7%	-1%	/	-7%
HTT ATP protect	?	5%[10 µM]	-22%	-18%	-44%	-101%[inhibitor][10 µM]	4%[10 µM]	10%[10 µM]	-8%	-5%	/	2%
GAA inhib	-3%	7%	4%	4%	5%	4%	-16%	5%	-4%	0%	-13%	6%
IMPase Li inh	-11%[38.3 µM]	7%	15%	2%	3%	-4%[38.3 µM]	1%	-2%	32%[38.3 µM]	3%	1%	-10%[38.3 µM]
RGS12 GoLoco inh	-7%	15%	-3%	7%	12%	17%	2%	4%	1%	-1%	10%	5%

[17] COc1ccc(N(CC(=O)NCc2cccc(OC)c2)S(=O)(=O)c2c(C)noc2C)cc1
[18] COc1ccc(OC)c(C(c2nnnn2CC2CCCO2)N2CCN(C)CC2)c1 (configuration not stated)
[19] Cc1ccc(CN2CCN(Cc3cnc(N(C)C)s3)CC2CCO)o1 (configuration not stated)
[20] Cc1cccc(NS(=O)(=O)c2ccc(C)c(C(N)=O)c2)c1
[21] CCc1ccc(OCc2nnc(NC(=O)c3cccs3)s2)cc1
[22] Cc1nc(NS(=O)(=O)c2ccccc2C)c2c3c(sc2n1)CCC3
[23] O=C(COC(=O)C1CC2C=CC1C2)Nc1ccccc1F (configuration not stated)
[24] COCCn1c(=O)c(-c2cccs2)nc2cnc(N3CCNCC3)nc21

entry no.	17	18	19	20	21	22	23	24
GAA glycogen	-14%	-4%	-6%	-11%	-7%	-11%	24%	/
GAA spleen mod	-1%	-4%	-2%	-4%	0%	2%	14%	-10%
HttQ103 aggreg	7%	-9%	-6%[9.22 µM]	-14%[9.22 µM]	10%	-5%	-8%	/
HTT ATP protect	3%	7%[10 µM]	7%[10 µM]	6%[10 µM]	-11%	25%[10 µM]	-3%[10 µM]	-31%
GAA inhib	-2%	-7%	?	/	1%	6%	-2%	/
IMPase Li inh	5%[38.3 µM]	12%[38.3 µM]	6%	0%	0%[38.3 µM]	-12%[38.3 µM]	8%	3%
RGS12 GoLoco inh	0%	-2%	18%	6%	7%	1%	8%	10%

[25] Oc1ccccc1/C=N/Nc1ccnc(SCc2ccccc2)n1
[26] COc1ccc(-c2c[n+]3c(n2-c2ccccc2)SCC3)cc1OC
[27] CCN1CCN(c2ncnc3c2oc2nc(C(C)C)c4c(c23)CCC4)CC1
[28] COc1ccc(CC(=O)N2CCN(c3ccc(C4=NNC(=O)CC4C)cc3)CC2)cc1 (configuration not stated)
[29] COc1ccccc1N(C(=O)c1snc(C(N)=O)c1N)C(C(=O)NCCC(C)C)c1ccco1 (configuration not stated)
[30] Cc1cc(C)cc(NS(=O)(=O)c2ccc(Oc3ncc(C(F)(F)F)cc3Cl)cc2)c1
[31] CC(OC(=O)c1ccccc1NS(=O)(=O)c1cccc(N)c1)C(=O)N(C)Cc1ccccc1 (configuration not stated)
[32] COc1cc(/C=C2\SC(=N)N(c3ccc4c(c3)OCO4)C2=O)cc(OC)c1O

entry no.	25	26	27	28	29	30	31	32
GAA glycogen	-4%	9%	4%	2%	6%	-22%	-6%	9%
GAA spleen mod	1%	6%	-5%	-16%	5%	0%	-9%	-5%
HttQ103 aggreg	6%	-5%	1%	-6%	11%	?	-4%	26%
HTT ATP protect	-68%[inhibitor][10 µM]	2%[10 µM]	-7%	-7%	25%[10 µM]	-5%[10 µM]	11%[10 µM]	/
GAA inhib	4%	2%	-11%	-6%	?	-2%	-1%	-7%
IMPase Li inh	-7%	16%	-5%[38.3 µM]	1%[38.3 µM]	11%[38.3 µM]	4%[38.3 µM]	13%	1%
RGS12 GoLoco inh	-7%	12%	4%	3%	3%	4%	-12%	30%

[33] CCOc1ccc(/C=N/NC(=O)c2c(-c3ccccc3)noc2C)cc1
[34] CCOC(=O)c1ccc(N2CCOCC2)c(NC(=O)COCC(=O)O)c1
[35] COCC(=O)NCCc1nc(-c2ccccc2)cs1
[36] CC(=O)Nc1nc(-c2ccc3c(c2)CCO3)cs1
[37] CCOC(=O)c1c(N2C(=O)Nc3ccccc3N2O)sc2c1CCCCC2
[38] CCCCCC(C(=O)O)C(C)CC(=O)NC1CCCCC1 (configuration not stated)
[39] CCN(CC1COc2ccccc2O1)C(=S)NC1CC2CCC1C2 (configuration not stated)
[40] COc1cccc(NC(=S)N(CCCN2CCCC2)Cc2ccco2)c1

entry no.	33	34	35	36	37	38	39	40
GAA glycogen	-14%	0%	12%	-3%	-3%	2%	-8%	0%
GAA spleen mod	1%	-2%	-2%	-8%	-11%	1%	2%	5%
HttQ103 aggreg	24%	20%[9.22 µM]	21%	-6%	-7%	13%	?	-3%
HTT ATP protect	/	3%[10 µM]	-17%	-21%[10 µM]	31%[10 µM]	-2%[0.074 µM]	-14%	1%
GAA inhib	2%	-3%	8%	-4%	1%	0%	-8%	7%
IMPase Li inh	2%	/	-3%[38.3 µM]	-3%	-3%	-17%[38.3 µM]	21%	24%
RGS12 GoLoco inh	6%	0%	6%	11%	7%	-1%	13%	5%

[41] CN(C1CC(C)(C)NC(C)(C)C1)S(=O)(=O)CC12CCC(CC1=O)C2(C)C (configuration not stated)
[42] CCOc1ccc(NC(=O)N2CCC(NC(=O)C(Cc3ccc(OC)c(OC)c3)NC(C)=O)CC2)cc1 (configuration not stated)
[43] CCOC(=O)c1csc(-c2ccc(OC)c(OC)c2)n1
[44] Cc1ccc(N2C(=O)CSCC2=O)cc1
[45] CCOC(=O)N1CCN(C(=O)CSc2ccc(-c3ccncc3)nn2)CC1
[46] CCN(CC)C(=O)CN(c1cc(Cl)ccc1OC)S(C)(=O)=O
[47] Cc1cc2ccccc2n2c(SCC(=O)Nc3ccc(S(=O)(=O)N4CCCCC4)cc3)nnc12
[48] Cc1ccccc1NCC(=O)N/N=C\c1ccc([N+](=O)[O-])s1

entry no.	41	42	43	44	45	46	47	48
GAA glycogen	-2%	-27%	3%	7%	-3%	1%	10%	16%
GAA spleen mod	5%	-15%	5%	2%	-4%	-7%	-5%	-20%
HttQ103 aggreg	2%[9.22 µM]	-4%	2%	-14%	-7%	-3%	-16%	11µM*
HTT ATP protect	16%[10 µM]	?	-6%[10 µM]	6%	-14%	18%[10 µM]	-8%[10 µM]	-142%[inhibitor]
GAA inhib	/	-2%	3%	-2%	-1%	6%	-3%	-10%
IMPase Li inh	/	-23%[38.3 µM]	-6%	10%[38.3 µM]	2%	-1%	4%	0%
RGS12 GoLoco inh	-4%	-4%	8%	-5%	7%	6%	-1%	4%

[49] CCN1/C(=C/C=C/c2oc3ccc4ccccc4c3[n+]2CC)Oc2ccc3ccccc3c21
[50] Cc1[nH]c(=O)[nH]c(=O)c1S(=O)(=O)N1CCCC(C(=O)NCc2ccccc2Cl)C1 (configuration not stated)
[51] COC/C=C/C1=CC2=CC(=O)C(C)(OC(=O)c3cnc4ccccc4n3)C(=O)C2=CN1CCc1c[nH]c2ccccc12 (configuration not stated)
[52] Cc1ccc(Nc2ccc(-n3ccnc3)nn2)cc1C
[53] CN(Cc1nccn1C)C(=O)CCc1nnc(CCC2CCCCC2)o1
[54] Cc1ccccc1C(=O)Nc1ccccc1C(=O)NCc1ccccc1
[55] O=C(COc1ccc(F)cc1)NNC(=O)c1cc2ccccc2oc1=O

entry no.	49	50	51	52	53	54	55
GAA glycogen	-15%	0%	/	-3%	9%	-7%	9%
GAA spleen mod	3%	-5%	5%[17.4 µM]	3%	-1%	-9%	5%
HttQ103 aggreg	0.89µM*	33%	/	-1%	21%[9.22 µM]	0%	4%
HTT ATP protect	-75%[inhibitor][10 µM]	/	-21%[10 µM]	-45%[inhibitor]	17%[10 µM]	-12%	/
GAA inhib	-11%	-2%	/	-5%	12%	-2%	4%
IMPase Li inh	-1%	-2%	4%	-2%[38.3 µM]	9%	13%[38.3 µM]	-3%
RGS12 GoLoco inh	-160%	3%	6%[14.2 µM]	-1%	10%	7%	0%

# Some of the compounds tested. The share of hits here may be higher or lower than overall.
